NFkB transloc pot: enhancers of NFkB p65 translocation in HUVEC – imaging, IL-1B stimulus, high-content imaging, primary screen | HUVEC IL-1B NFkB p65 nuclear translocation imaging | activation, % at 2 µM | 0.3% of 94,000 active | AID 819, 2007;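 active = activation above 40%, about the mean plus 3 SD, also judged a hit on visual image review; inconclusive = activation above 40% but not a hit on visual review; inactive = activation not above 40% and no visual hit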;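 also: percent activation is computed from the nuclear over cytoplasmic p65 intensity ratio; values of inactives mirror those of a sister screen read the other way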
NFkB transloc inh: inhibitors of IL-1B driven NFkB p65 nuclear import, primary screen, imaging, HUVEC, IL-1B stimulus, high-content imaging. HUVEC IL-1B NFkB p65 nuclear translocation imaging. inhibition, % at 2 µM. 0.43% of 94,000 active. AID 796, 2007;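 active = inhibition above about 30% together with a positive call from visual inspection of the well image, limit read from the data; inconclusive = inhibition above a set limit but visual check negative; inactive = inhibition not above a set limit, visual check negative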;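 also: nuclear over cytoplasmic p65 intensity ratio measured by imaging; 0% = IL-1B stimulated DMSO wells and 100% = unstimulated DMSO wells; values of inactives mirror those of a sister screen read the other way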
Bcl-B displacement: displacers of TR3 peptide from Bcl-B, primary screen, selectivity assay for Bfl-1 inhibitor project, biochemical, fluorescence polarization; Bcl-2-like protein 10 (Homo sapiens); 0.11% of 96,000 active; AID 748, 2007; displacement, % at 20 µM; hits with a dose series show IC50 in µM; FP displacement of FITC-TR3 peptide from Bcl-B; higher % means a stronger effect;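 active = displacement above 50% at 20 µM plus a fluorescence interference ratio under 1.5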;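 also: plate controls were wells without compound for no effect and wells lacking Bcl-B protein for full effect; a part of the inactive calls stands beside numbers as strong as those of hits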
MRP reversal: reversal of MRP1-mediated doxorubicin resistance, primary screen, H69AR cells, doxorubicin co-treatment; H69AR cells + 2 uM doxorubicin, CellTiter-Glo, 72 h; differential viability (reversal), % at 10 µM; 0.04% of 85,000 active; AID 602, 2007;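 active = viability drop by adding the cancer drug above about 55%, with treated viability meeting a 40% cutoff, limit read from the data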;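 also: viability without doxorubicin minus viability with 2 µM doxorubicin for each compound; larger differential means the compound sensitizes cells more to doxorubicin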
PLAP inhibitors HTS: PLAP enzyme inhibitors, biochemical, luminescence, HTS (AID 690) | inhibition, % at 20 µM, or IC50 in µM where a hit was titrated | purified PLAP, luminescent substrate; higher % means a stronger effect | Alkaline phosphatase, placental type (Homo sapiens) | 0.08% of 96,000 active; in the data active = a potency from the dose series; inactive = the rest, 99 in 100 with inhibition below about 30%; also: strong numbers were not always called active
MRP reversal cytotoxicity: second read-out of MRP reversal, no call of its own (marks repeat the call); viability, %; H69AR cells, CellTiter-Glo, 72 h; measured here: cytotoxicity without doxorubicin
MRP reversal with doxorubicin: recorded beside MRP reversal, whose call it bears; viability, %; measured here: viability with 2 uM doxorubicin; stronger effect = lower value
NFkB transloc inh cell count 2 µM: further read-out of NFkB transloc inh, marked with its call; cell count; measured here: cells passing quality filter;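 raw number of nuclei counted in each imaged well without normalization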
NFkB transloc pot cell count 2 µM: also measured in NFkB transloc pot; calls as there; cell count; measured here: cells passing quality filter
Active calls of the source: *; ? = inconclusive; . = not tested or not shown.

Sample of the layout (2 entries):
SMILES	NFkB transloc pot	NFkB transloc pot cell count 2 µM	NFkB transloc inh	NFkB transloc inh cell count 2 µM	Bcl-B displacement	MRP reversal	MRP reversal cytotoxicity	MRP reversal with doxorubicin	PLAP inhibitors HTS
CCC(C)(C)n1nnnc1C(c1cccs1)N1CCN(Cc2ccccc2)CC1 (configuration not stated)	8	107	-8	107	-4%	4	103	98	-48%
Fc1ccc(-c2nnc(SCc3ncc(-c4ccccc4)o3)n2CC2CCCO2)cc1 (configuration not stated)	-7	117	7	117	5%	-5	80	85	-8%

The whole of this part, from the start:
SMILES	NFkB transloc pot	NFkB transloc pot cell count 2 µM	NFkB transloc inh	NFkB transloc inh cell count 2 µM	Bcl-B displacement	MRP reversal	MRP reversal cytotoxicity	MRP reversal with doxorubicin	PLAP inhibitors HTS
CCC(C)(C)n1nnnc1C(c1cccs1)N1CCN(Cc2ccccc2)CC1 (configuration not stated)	8	107	-8	107	-4%	4	103	98	-48%
Fc1ccc(-c2nnc(SCc3ncc(-c4ccccc4)o3)n2CC2CCCO2)cc1 (configuration not stated)	-7	117	7	117	5%	-5	80	85	-8%
Nc1nnc(-c2ccccc2)c(-c2ccccc2)n1	20	143	-20	143	0%	7	90	83	4%
O=C(CSc1nc2ccccc2n1-c1ccccc1)NCC1CCCO1 (configuration not stated)	2	178	-2	178	5%	-4	79	83	-62%
Cc1ccc(C(=O)OCC(=O)NC(=O)c2cccn2C)cc1	10	177	-10	177	-41%	22	84	61	-3%
CC(=O)c1cccc(NC(=O)c2ccc(N(Cc3ccccc3C)S(C)(=O)=O)cc2)c1	-10	112	10	112	.	1	79	78	.
Cc1cc(C)n(-c2nc(NC(C)C)nc(NC(C)C)n2)n1	3	180	-3	180	-5%	.	.	.	-14%
CCOC(=O)N1CCN(C(=O)C2CCN(S(=O)(=O)c3ccccc3)CC2)CC1	3	160	-4	160	6%	7	93	86	-66%
CCOC(=O)C(C)Sc1nc(-c2ccco2)cc(C(F)(F)F)c1C#N (configuration not stated)	-6	134	6	134	-23%	-18	66	84	-32%
Clc1ccc(CSc2cc3c(nn2)-c2ccccc2CC3)cc1Cl	-3	135	3	135	-2%	.	.	.	9%
Cc1c(NC2=NC3(CCCCC3)Cc3ccccc32)c(=O)n(-c2ccccc2)n1C	2	186	-2	186	-4%	.	.	.	-72%
CCC(C)C(=O)Nc1cc(C(=O)OC)cc(C(=O)OC)c1 (configuration not stated)	17	81	-17	81	-4%	23	98	75	8%
CC(O)CNc1nc2c(c(=O)n(C)c(=O)n2C)n1Cc1cccc(C(F)(F)F)c1 (configuration not stated)	-2	103	2	103	-6%	4	78	74	-23%
CCOC(=O)N1CCN(C(=O)CSCC(=O)Nc2nc(-c3ccc4c(c3)OCO4)cs2)CC1	3	82	-2	82	-16%	-11	76	87	7%
CC1CCN(S(=O)(=O)c2ccc3c(c2)oc(=O)n3CC(=O)NCc2ccc3c(c2)OCO3)CC1	-5	173	5	173	-1%	5	94	89	-40%
CCOC(=O)N1CCN(C(=O)c2ccc3c(=O)n4c(nc3c2)CCCCC4)CC1	-2	82	2	82	3%	16	100	84	-27%
Clc1ccc(/C=N/c2c(-c3ccco3)nc3ccccn23)cc1	25	73	-25	73	27%	12	87	75	-12%
COc1ccc(CN2C(=O)CS(=O)CC2=O)cc1OC	1	137	-1	137	8%	.	.	.	-4%
CCNC(=S)NNC(=O)c1csc2ccccc12	-1	157	1	157	1%	.	.	.	-36%
O=C(Cn1nc(C(=O)O)c2ccccc2c1=O)NCC1CCCO1 (configuration not stated)	.	.	.	.	-4%	.	.	.	-17%
Cc1cccc(C(=O)Nc2ccc(C(=O)/C=C/c3cccs3)cc2)c1	-2	160	2	160	-4%	.	.	.	11%
Clc1ccc(OCCCn2cncn2)cc1Cl	2	132	-2	132	3%	8	103	95	-5%
CC1CCN(S(=O)(=O)c2ccc(C(=O)NCc3ccc4c(c3)OCO4)cc2)CC1	-5	156	6	156	-5%	17	81	65	26%
Cc1cc2c(c(=O)n1CC1CCCO1)C(c1ccc3c(c1)OCO3)C(C#N)=C(N)O2 (configuration not stated)	22	118	-22	118	-17%	-11	90	100	.
Cc1noc(/C=C/c2ccco2)c1S(=O)(=O)N1CCC(C(=O)N(C)Cc2ccccc2)CC1	-3	133	3	133	-113%	11	71	60	-35%
Cc1ccccc1-n1nc2c(c1NC(=O)c1ccc(S(=O)(=O)N(C)C)cc1)CSC2	5	112	-5	112	-6%	0	85	85	-9%
O=C(CC1NC(=O)NC1=O)NC1(C(=O)NC2CCCCC2)CCCCC1 (configuration not stated)	-6	116	6	116	-6%	-9	93	102	-10%
CC(N=Cc1ccccc1O)c1ccccc1 (configuration not stated)	18	194	-18	194	-3%	13	101	88	-32%
Fc1ccc(NC(=S)N2CCCC2)cc1	2	92	-2	92	.	.	.	.	.
CCn1c(N2CCN(C(=S)NC)CC2)nc2ccccc21	-6	116	6	116	-9%	.	.	.	-2%
COc1nc(N2CCCCCC2)nc(N2CCCCCC2)n1	11	134	-11	134	-2%	13	110	97	-35%
CCOc1ccc(C2CC(=O)NC(SC)=C2C#N)cc1 (configuration not stated)	-1	185	0	185	0%	7	98	91	15%
CCOC(=O)c1c(C)c(C(=O)NC(C)COC)c(C)n1C (configuration not stated)	.	.	.	.	-3%	-10	88	98	-19%
Cc1nc2ncnn2c(C)c1CCC(=O)Nc1csc(N)n1	22	128	-22	128	.	.	.	.	.
COc1ccc(-n2nc3c(c2NC(=O)c2c(-c4ccccc4Cl)noc2C)CS(=O)(=O)C3)cc1	-7	79	7	79	-2%	1	81	80	-45%
CCSc1nc(C)c(C(C)=O)cc1C#N	18	155	-18	155	1%	8	101	92	16%
COc1nn(C(C)C(=O)N2N=C(C(F)F)CC2(O)C(F)F)cc1[N+](=O)[O-] (configuration not stated)	-15	167	15	167	.	5	100	95	.
CC1CCCN(S(=O)(=O)c2ccc(S(=O)(=O)N3CCCN(Cc4ccccc4)C3)cc2)C1 (configuration not stated)	.	.	.	.	-4%	-18	31	50	16%
CNC(=O)C1CC(=O)N(CCc2ccc(OC)cc2)C(=Nc2ccc(OC)cc2)S1 (configuration not stated)	-4	131	4	131	.	6	83	77	.
NCCCCCc1nnc(SCC(=O)Nc2cccc(Cl)c2)o1	15	141	-15	141	-1%	17	91	74	-82%
CCCSC1=N/C(=C\C=C\c2ccco2)C(=O)S1	-1	198	1	198	-38%	-10	71	81	-17%
COc1cccc(-n2c(Cc3cc(=O)[nH]c(=O)[nH]3)nnc2SCc2cccnc2)c1	-14	148	14	148	18%	-4	91	95	-33%
COCCn1nnnc1C(C(C)C)N(Cc1cccnc1)Cc1cc2cc(OC)ccc2[nH]c1=O (configuration not stated)	?	.	-57	200	6%	1	91	90	-39%
Cc1ccc(-c2nnc(SCC(=O)NCC3CCCO3)n2C)cc1 (configuration not stated)	17	163	-17	163	1%	-9	80	89	4%
Cn1c(SCC(=O)N2CCOCC2)nc(O)cc1=O	-12	117	12	117	2%	2	110	108	21%
COc1ccc(N=C2SCC(=O)N2c2ccc(OC)cc2)cc1	-7	187	7	187	-8%	1	94	94	7%
CN(Cc1ccccc1)S(=O)(=O)c1cccc2cccnc12	6	179	-6	179	-9%	14	94	80	18%
Nc1ccc(N2CCOCC2)c(Cl)c1	-6	117	6	117	0%	-2	100	102	19%
CCCNC(=O)C1CNc2ccccc2O1 (configuration not stated)	-9	155	9	155	-3%	-8	58	66	9%
COc1ccc(C2=NCC(CSc3nnc(-c4ccc5c(c4)OCO5)o3)S2)cc1 (configuration not stated)	2	135	-2	135	-17%	-12	71	83	-52%
COC(=O)c1sc2nc[nH]c(=O)c2c1C	13	179	-14	179	-3%	.	.	.	18%
N#Cc1nc(COc2ccccc2F)oc1N1CCCCCC1	9	152	-9	152	0%	-1	82	83	26%
CCOc1ccc(NC(=O)CSCc2cnn(-c3ccccc3)c2-n2cccc2)cc1	6	182	-6	182	-48%	-5	86	91	-237%
COc1cc(C2C(C(=O)c3ccc(C)o3)=C(O)C(=O)N2Cc2cccnc2)ccc1O (configuration not stated)	-9	153	9	153	-4%	1	108	107	0%
O=C1N=C2SCCN2/C1=C\c1c(Cl)cccc1Cl	4	173	-4	173	6%	.	.	.	-23%
O=C(CSc1nnc(Cn2c(=O)sc3ccccc32)n1-c1ccccc1)N1CCOCC1	-12	98	12	98	-7%	5	78	73	-45%
Cc1ccc(C(=O)COC(=O)C2C3C=CC(C3)C2C(=O)OCC(=O)c2ccc(C)c(C)c2)cc1C (configuration not stated)	3	107	-3	107	-3%	.	.	.	-11%
O=S(=O)(c1ccc(OCC(O)CN2CCN(c3ccccc3Cl)CC2)cc1)N1CCOCC1 (configuration not stated)	4	145	-4	145	7%	-6	72	78	-65%
CC(C)(C)NC(=O)C1N(c2cccnc2)C(=O)C2C(C(=O)Nc3ccccc3)C3(C)C=CC21O3 (configuration not stated)	.	.	.	.	-6%	6	93	86	-3%
CC1C/C(=N/NC(=O)c2cccc(F)c2)c2ccc(O)cc2C1 (configuration not stated)	9	126	-9	126	-1%	.	.	.	1%
Cc1cc(=O)oc2cc(OCC(=O)N3CCc4ccccc4C3)ccc12	6	72	-6	72	-3%	10	94	84	10%
CCC(NC(=O)Nc1ccc(O)cc1)(C(F)(F)F)C(F)(F)F	18	118	-18	118	-9%	-1	93	93	12%

A portion from the list above:
SMILES	NFkB transloc pot	NFkB transloc pot cell count 2 µM	NFkB transloc inh	NFkB transloc inh cell count 2 µM	Bcl-B displacement	MRP reversal	MRP reversal cytotoxicity	MRP reversal with doxorubicin	PLAP inhibitors HTS
COC(=O)c1sc2nc[nH]c(=O)c2c1C	13	179	-14	179	-3%	.	.	.	18%
N#Cc1nc(COc2ccccc2F)oc1N1CCCCCC1	9	152	-9	152	0%	-1	82	83	26%
CCOc1ccc(NC(=O)CSCc2cnn(-c3ccccc3)c2-n2cccc2)cc1	6	182	-6	182	-48%	-5	86	91	-237%
COc1cc(C2C(C(=O)c3ccc(C)o3)=C(O)C(=O)N2Cc2cccnc2)ccc1O (configuration not stated)	-9	153	9	153	-4%	1	108	107	0%
O=C1N=C2SCCN2/C1=C\c1c(Cl)cccc1Cl	4	173	-4	173	6%	.	.	.	-23%
O=C(CSc1nnc(Cn2c(=O)sc3ccccc32)n1-c1ccccc1)N1CCOCC1	-12	98	12	98	-7%	5	78	73	-45%
Cc1ccc(C(=O)COC(=O)C2C3C=CC(C3)C2C(=O)OCC(=O)c2ccc(C)c(C)c2)cc1C (configuration not stated)	3	107	-3	107	-3%	.	.	.	-11%
O=S(=O)(c1ccc(OCC(O)CN2CCN(c3ccccc3Cl)CC2)cc1)N1CCOCC1 (configuration not stated)	4	145	-4	145	7%	-6	72	78	-65%
CC(C)(C)NC(=O)C1N(c2cccnc2)C(=O)C2C(C(=O)Nc3ccccc3)C3(C)C=CC21O3 (configuration not stated)	.	.	.	.	-6%	6	93	86	-3%
CC1C/C(=N/NC(=O)c2cccc(F)c2)c2ccc(O)cc2C1 (configuration not stated)	9	126	-9	126	-1%	.	.	.	1%
Cc1cc(=O)oc2cc(OCC(=O)N3CCc4ccccc4C3)ccc12	6	72	-6	72	-3%	10	94	84	10%
CCC(NC(=O)Nc1ccc(O)cc1)(C(F)(F)F)C(F)(F)F	18	118	-18	118	-9%	-1	93	93	12%

Screening data (PubChem BioAssay)

This is a subset; rates above refer to the full screens.
